FBA Mtb inh = Mtb fructose-bisphosphate aldolase inhibition. inhibition, % at 1 µM. purified M. tuberculosis FBA, fluorescence read-out. actives 2.3% (n = 360,000); in the data active means inhibition above about 27%;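 further: 0% = vehicle and 100% = reference inhibitor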
Target sequence (P9WQA3 whole entry, looked up): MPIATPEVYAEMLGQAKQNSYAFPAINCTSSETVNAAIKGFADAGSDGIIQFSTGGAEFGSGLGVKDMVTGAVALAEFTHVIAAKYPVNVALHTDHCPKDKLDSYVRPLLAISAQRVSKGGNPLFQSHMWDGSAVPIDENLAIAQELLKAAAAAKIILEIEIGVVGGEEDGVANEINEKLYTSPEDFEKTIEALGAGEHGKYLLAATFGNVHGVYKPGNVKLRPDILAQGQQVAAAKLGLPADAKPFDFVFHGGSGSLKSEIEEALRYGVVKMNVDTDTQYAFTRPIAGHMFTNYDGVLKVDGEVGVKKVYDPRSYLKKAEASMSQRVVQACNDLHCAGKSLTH
PrPC surface inh = reduces human prion protein on the cell surface | cell surface PrPC, TR-FRET read-out | inhibition, % at 13.8 µM | actives 0.43% (n = 370,000); in the data active means inhibition above about 24%; further: 0% = median of the test wells and 100% = reference compound wells
BoNT F protease = BoNT F light chain protease inhibition | Multiplex microsphere protease cleavage assay, flow cytometry | inhibition, % at 10 µM | actives 0.22% (n = 360,000) | AID 588497; in the data active means inhibition above about 35%, passing the limit was not always enough; further: plate controls were buffer without enzyme for full effect and enzyme alone for no effect
FadD28 FP inh = M. tuberculosis FadD28 bisubstrate binding inhibition. AID 588549. actives 0.22% (n = 360,000). inhibition, % at 12.5 µM. FadD28 bisubstrate probe binding, fluorescence polarization; in the data active means inhibition above about 8.5%, passing the limit was not always enough
GDH-TPI inh = counter-screen for M. tuberculosis FBA inhibitors: GDH-TPI coupled enzymes; GDH-TPI coupled enzyme counterscreen, NADH absorbance; inhibition, % at 4.8 µM; actives 1.2% (n = 360,000); AID 588335; in the data active means inhibition above about 30%;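 further: 0% = DMSO wells and 100% = wells lacking the enzyme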
Rv3671c protease = Rv3671c (M. tuberculosis) protease inhibition | P9WHR9 | inhibition, % at 5.96 µM | actives 0.048% (n = 320,000); in the data active means inhibition above about 38%;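 further: extracellular domain of Rv3671c used as enzyme; 0% = enzyme with DMSO and 100% = no enzyme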
Target sequence (P9WHR9 whole entry, looked up, the tested form may be a part): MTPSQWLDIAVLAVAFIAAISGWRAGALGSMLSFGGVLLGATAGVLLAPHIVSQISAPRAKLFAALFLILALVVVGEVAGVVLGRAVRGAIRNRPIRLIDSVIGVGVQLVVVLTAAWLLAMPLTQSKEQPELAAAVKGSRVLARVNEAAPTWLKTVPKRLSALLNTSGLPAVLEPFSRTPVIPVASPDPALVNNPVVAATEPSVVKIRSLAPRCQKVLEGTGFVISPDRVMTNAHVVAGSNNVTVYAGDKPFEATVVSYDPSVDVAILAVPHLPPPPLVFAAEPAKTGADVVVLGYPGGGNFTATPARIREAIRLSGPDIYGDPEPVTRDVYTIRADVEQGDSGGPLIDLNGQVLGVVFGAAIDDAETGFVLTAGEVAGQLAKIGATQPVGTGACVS
MazF activator = MazEF (E. coli) toxin RNase activation | P0AE70 | FAM/BHQ RNA-DNA oligo cleavage fluorescence, 5 h | activation, % at 20 µM | actives 0.32% (n = 350,000); in the data active means activation above about 50%
Target sequence (P0AE70 whole entry, looked up): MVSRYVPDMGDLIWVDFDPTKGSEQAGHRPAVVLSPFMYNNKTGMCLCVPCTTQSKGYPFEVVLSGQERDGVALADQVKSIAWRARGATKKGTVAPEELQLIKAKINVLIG
UGM FP inh = Mtb UDP-galactopyranose mutase inhibition; actives 0.06% (n = 320,000); AID 504406; purified UGM, fluorescence polarization probe displacement; inhibition, % at 10 µM; P9WIQ1; in the data active means inhibition above about 10%, passing the limit was not always enough
Mtb BioA inh = blocks M. tuberculosis BioA enzyme activity | purified M. tuberculosis BioA enzyme, plate reader | inhibition, % at 9.99 µM | actives 0.096% (n = 360,000) | AID 602481; in the data active means inhibition above about 40%
The depositor's hits bear a star; / = not tested or not shown.

Each structure is followed by: FBA Mtb inh, PrPC surface inh, BoNT F protease, FadD28 FP inh, GDH-TPI inh, Rv3671c protease, MazF activator, UGM FP inh, Mtb BioA inh
COc1ccc(C)cc1N(CC(=O)N1CCCC1)S(=O)(=O)c1ccccc1
  -2, -4, 12, -2.7, -5, 0, 4, -0.3, 1.5
NC(=S)NN=Cc1ccc(OC(=O)COc2cc(Cl)c(Cl)cc2Cl)cn1
  4, -7, -6, -3.2, 50*, /, 8, /, -1.7
CC(NC(=O)C1CCCN1C(=O)c1cccs1)c1ccc(Cl)cc1Cl (stereo not given)
  -3, 4, 6, 0.6, 8, /, 0, /, -0.8
CC12CN3CCN(CC(C3)/C1=N/NC(N)=O)C2
  2, 0, -5, -1.1, 1, 1, 4, -1.0, /
CCOC(=O)c1sc(NC(=O)c2ccc(Cl)s2)cc1C
  -1, 4, -4, -2.6, 4, -6, 1, 0.8, -0.6
COCCCn1c(C(C)C)nc2oc3cc(OC)ccc3c(=O)c2c1=O
  -2, 0, 1, -4.3, -11, 9, 8, -0.2, -0.1
CCCCC(CC(O)COCCC)c1n[nH]c(=S)n1-c1ccccc1 (stereo not given)
  1, 2, -4, -1.5, 6, 4, -1, 1.0, /
CCC(C)c1ccc(S(=O)(=O)N2CCN(S(=O)(=O)c3ccc(NC(C)=O)cc3)CC2)cc1 (stereo not given)
  2, 4, -8, 2.1, 2, -26, 8, 1.9, -0.9
CC(=O)Nc1cc(-c2ccc(C(=O)NC3CC3)cc2)cn2c(-c3cccc(C(C)=O)c3)cnc12
  -1, -15, 1, -13, 8, /, /, /, 0.6
CCOC(=O)c1sc(NC(=O)C(CC)Sc2nnc3c4ccccc4n(C(C)C)c3n2)nc1C (stereo not given)
  -2, 3, -5, -3.5, -5, /, -2, /, -0.8
O=C1CC(C(=O)N(CC2CCCO2)C(C(=O)NC2CCCCC2)c2ccncc2)CS1 (stereo not given)
  -3, 0, 16, -3.5, -14, 7, 2, 1.1, 0.1
CC(C)N(C(=O)COC(=O)c1cncc(Br)c1)C(C)C
  2, 3, -4, -1.3, -5, 1, 5, 2.6, -1.1
C#CCN1C(=O)C2(OCCO2)c2ccccc21
  2, -3, -27, -4.8, -5, 1, 14, -0.8, 1.3
CCc1nc2c(OCc3ccc(Cl)cc3Cl)cccn2c1N(C)C(=O)CC(C)C
  2, 2, -2, -2.8, 9, /, /, /, -3.6
COC(=O)[C@@]1(Cc2ccccc2)[C@H]2C(=O)N(Cc3ccccc3)C(=O)[C@H]2[C@H]2CN=C(SCc3ccc(C#N)cc3)N21
  -1, 7, -3, 0.1, 7, /, -8, /, -0.9
O=C(O)CCC(=O)c1ccc(C2CCCCCC2)cc1
  -3, -7, 0, -5.5, /, /, /, /, /
Cc1ccc(/C=C/C(=O)Nc2cc(=O)n(C)c(=O)n2C)o1
  -3, 4, 4, -0.9, 2, 0, 6, 4.3, /
CCOC(=O)c1ccc(NC(=O)CCc2nc(-c3cccc(C)c3)no2)cc1
  2, 2, 1, -3.0, 11, -19, -6, -0.3, -0.5
Cc1nn(-c2ncc(C(F)(F)F)cc2Cl)c(=O)n1-c1cccc(F)c1
  -1, 4, -11, -2.7, -2, 1, -1, 0.7, /
O=C(c1cccc(Cl)c1)N1CCN(CCCc2ccccc2)CC1
  4, -1, 2, -2.5, 0, -8, -6, -3.5, 6.1

Shown with bars between the fields: 3 of the compounds above.
SMILES | FBA Mtb inh | PrPC surface inh | BoNT F protease | FadD28 FP inh | GDH-TPI inh | Rv3671c protease | MazF activator | UGM FP inh | Mtb BioA inh
NC(=S)NN=Cc1ccc(OC(=O)COc2cc(Cl)c(Cl)cc2Cl)cn1 | 4 | -7 | -6 | -3.2 | 50* | / | 8 | / | -1.7
O=C(c1cccc(Cl)c1)N1CCN(CCCc2ccccc2)CC1 | 4 | -1 | 2 | -2.5 | 0 | -8 | -6 | -3.5 | 6.1
COCCCn1c(C(C)C)nc2oc3cc(OC)ccc3c(=O)c2c1=O | -2 | 0 | 1 | -4.3 | -11 | 9 | 8 | -0.2 | -0.1

Continuation.
Each structure is followed by: FBA Mtb inh, PrPC surface inh, BoNT F protease, FadD28 FP inh, GDH-TPI inh, Rv3671c protease, MazF activator, UGM FP inh, Mtb BioA inh
COc1ccc2c(c1)O[C@H](c1ccc3c(c1)OCO3)[C@@H](O)C2=O
  -1, /, 1, -2.9, 0, 7, 4, 1.3, 0.3
CC1(C(=O)Nc2ccc3c(c2)OCCO3)CCN1Cc1csc2ccccc12 (stereo not given)
  -1, -2, 0, -4.2, 6, /, /, /, 0.6
O=S(=O)(/N=C(/Nc1cc(N2CCOCC2)ncn1)c1ccccc1)c1ccccc1
  8, -7, -7, 1.3, 0, 10, 0, -2.4, 0.2
O=C(CSc1nc2cc([N+](=O)[O-])ccc2n1-c1ccccc1)NCc1ccc2c(c1)OCO2
  -3, 4, 2, -3.8, 18, 1, 7, 1.6, /
CCCCCSc1nc2c(c(=O)[nH]c(=O)n2C)n1C
  4, -6, -16, 0.9, -16, -1, 0, -0.5, 0.0
CCc1ccccc1NC(=S)NNC(=O)c1ccccc1Cl
  0, -4, -12, -0.2, 5, 8, 0, 3.7, -0.2
COC(CNC(=O)C1CCN(S(=O)(=O)c2cccc3nsnc23)CC1)OC
  0, -33, 6, 1.7, 1, 2, -17, 0.1, -0.8
O=C(CSc1nnc(NC(=O)c2ccc(F)cc2)s1)NC1CCCC1
  -1, 4, -1, /, 2, 9, 6, 0.1, -0.8
Cc1ccc(OCC(=O)N/N=C/C=C/c2ccco2)cc1C
  -2, -5, -12, 0.0, 37*, -3, 1, 1.7, /
COc1ccccc1CNC(=O)C(CCSC)NC(=O)c1cccc(S(=O)(=O)N2CCOCC2)c1 (stereo not given)
  0, 0, -1, -0.5, 0, 0, 13, 2.3, -1.5
CC(C)Cn1cnc2c(N)nc3ccccc3c21
  0, -7, -8, -0.1, -1, /, 9, /, -0.1
Cc1ccccc1N1C(=O)c2ccccc2N2C(=O)c3ccccc3C12 (stereo not given)
  2, -9, -10, -1.3, 1, 1, -1, -0.9, /
O=C(CSc1ncccc1C(=O)O)Nc1ccc2c(c1)OCCO2
  -1, 8, -3, -0.6, 1, 5, 10, -1.3, -0.1
CN1CCN(CCCCOc2ccccc2-c2ccccc2)CC1
  1, 0, 3, -3.2, 6, 6, 10, -1.6, /
C=CCOc1ccccc1/C=C/C(=O)O
  0, -7, 1, -1.9, -7, 7, 6, -3.2, -0.8
O=c1[nH]c(=S)[nH]cc1S(=O)(=O)c1cccc(Cl)c1
  2, -8, -3, 0.0, 24, /, 4, -0.8, -1.4
CC1=C(c2ccc(Cl)cc2)[N+](=O)C(C)(C)N1[O-]
  3, -5, -1, 0.8, 3, -1, 1, -5.8, /
CC(C)C(OC(=O)CN1C(=O)COc2ccccc21)C(=O)NC1CCCC1 (stereo not given)
  1, -8, 1, -0.6, 6, 4, -5, 2.0, -0.4
O=C(CSc1nc2[nH]c(=O)cc(O)c2s1)Nc1ccc(Cl)c(C(F)(F)F)c1
  -1, 0, -1, -2.8, 3, 0, -8, -1.1, -0.7
COCC(=O)Nc1cc(OC)c(Cl)cc1OC
  0, -1, -8, -2.2, -4, -1, 9, 0.0, 0.4

Retrieved by structure from above:
Each structure is followed by: FBA Mtb inh, PrPC surface inh, BoNT F protease, FadD28 FP inh, GDH-TPI inh, Rv3671c protease, MazF activator, UGM FP inh, Mtb BioA inh
CCc1ccccc1NC(=S)NNC(=O)c1ccccc1Cl
  0, -4, -12, -0.2, 5, 8, 0, 3.7, -0.2
Cc1ccccc1N1C(=O)c2ccccc2N2C(=O)c3ccccc3C12 (stereo not given)
  2, -9, -10, -1.3, 1, 1, -1, -0.9, /
O=C(CSc1nc2cc([N+](=O)[O-])ccc2n1-c1ccccc1)NCc1ccc2c(c1)OCO2
  -3, 4, 2, -3.8, 18, 1, 7, 1.6, /
Cc1ccc(OCC(=O)N/N=C/C=C/c2ccco2)cc1C
  -2, -5, -12, 0.0, 37*, -3, 1, 1.7, /

Next entries follow.
Each structure is followed by: FBA Mtb inh, PrPC surface inh, BoNT F protease, FadD28 FP inh, GDH-TPI inh, Rv3671c protease, MazF activator, UGM FP inh, Mtb BioA inh
Cc1ccc(C(c2sc3nc(C)nn3c2O)N2CCOCC2)cc1 (stereo not given)
  0, -7, -3, -1.5, 7, 2, -2, 0.4, 3.5
CCC(=O)NC(NC(=S)Nc1cccc2cccnc12)C(Cl)(Cl)Cl (stereo not given)
  1, 5, 7, -4.5, 7, 4, -6, 2.1, /
O=C(CSc1nnc(NC(=O)C2CC(=O)N(c3ccccc3)C2)s1)NCc1ccco1 (stereo not given)
  -1, -6, -10, 0.0, 1, -6, -1, -1.7, 0.8
Cc1cc(Cl)c(OCCCSc2nc(C)cc(=O)[nH]2)c(Br)c1
  -2, -3, 1, -0.3, 17, -2, -5, -4.6, -2.2
CN(CC(=O)Nc1ccc(Cl)c(C(F)(F)F)c1)C(=O)CNC(=O)C1CCCCC1
  4, -8, -3, -2.1, 1, 0, 2, -3.6, 0.4
CCc1ccc(NC(=O)CN(c2ccc(OC)cc2)S(=O)(=O)c2c(C)[nH]c(=O)[nH]c2=O)cc1
  3, 2, 5, -0.6, -3, -8, -2, -0.8, 0.9
C=CCn1c(O)c(C(C)=NCCc2c[nH]c3ccccc23)c(=O)[nH]c1=O
  1, 9, -7, -1.8, 13, 3, 2, 1.4, /
CCCCNc1c(-c2cccc(-c3ccc(OC)cc3)c2)nc2ccc(C)cn12
  31*, 12, -8, -2.8, 6, 0, -1, 0.9, -0.5
COC(=O)Cc1c[nH]c2cccc(OCC(O)CN(Cc3ccccc3)C(C)C)c12 (stereo not given)
  29*, 3, -2, -4.9, -3, -6, 0, -2.1, 0.2
COc1ccc(-c2cnc3c(NC(C)=O)cc(-c4ccc(C(=O)N5CCOCC5)cc4)cn23)cc1OC
  -1, -18, -9, -0.3, 15, /, /, /, 4.3
CC(/C=N/NC(=S)Nc1cccc(S(=O)(=O)N(C)C)c1)c1ccccc1 (stereo not given)
  3, -8, -6, -3.2, 0, 0, -1, -5.1, 2.2
O=C1CC(=O)N2N=C(c3ccc([N+](=O)[O-])cc3)SC2=N1
  -2, -35, 2, 1.9, 13, 13, 5, 0.7, /
Cc1ccc(NC2CCCN(C(=O)c3ccc(-n4ccnc4)cc3)C2)cc1C (stereo not given)
  0, -2, -2, /, 0, 3, 5, -0.6, 0.3
O=C(NCCC1=CCCCC1)c1cnccn1
  3, -12, 12, -1.2, 10, -10, 9, 0.2, 0.1
CCCCNC(=O)C1(C)CCN1C(=O)c1cccc2c1OCCO2 (stereo not given)
  2, -8, 1, -1.7, 0, /, /, /, 0.2
O=C(c1ccco1)N1CCN(Cc2ccc(Cl)cc2)CC1
  6, 0, -20, -0.7, 12, 3, 0, -0.8, -0.1
CCCn1c(=O)c(C(=O)NNS(=O)(=O)c2ccc(C)cc2)c(O)c2ccccc21
  8, 5, -7, 0.0, 2, -9, 2, 0.4, /

In the list so far, these have a COOH group:
Each structure is followed by: FBA Mtb inh, PrPC surface inh, BoNT F protease, FadD28 FP inh, GDH-TPI inh, Rv3671c protease, MazF activator, UGM FP inh, Mtb BioA inh
O=C(O)CCC(=O)c1ccc(C2CCCCCC2)cc1
  -3, -7, 0, -5.5, /, /, /, /, /
O=C(CSc1ncccc1C(=O)O)Nc1ccc2c(c1)OCCO2
  -1, 8, -3, -0.6, 1, 5, 10, -1.3, -0.1
C=CCOc1ccccc1/C=C/C(=O)O
  0, -7, 1, -1.9, -7, 7, 6, -3.2, -0.8

Screening data (PubChem BioAssay)
